STAT3 activator – activators of IL-6 induced STAT3 signaling; activation (% of control), % at 5.6 µM; U3A cells, IL-6 STAT3-luciferase reporter, luminescence; 100% = signal with IL-6 EC80 alone; 190,000 compounds, 0.91% hits;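 active = activation above the screen-wide mean of compound activation plus 3 SD, cut at about 130% in these data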;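 note: 0% = background luminescence of wells with medium and substrate only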
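Detection: reporter luminescence signal / Assay system: STAT1-lacking human U3A cells, STAT3 luciferase reporter / Incubation: compound pre-incubation 1 h before IL-6, then 6 h stimulation at 37 °C / Control set: IL-6-only high control / Read-out: % activation relative to IL-6 control / Probe or stimulus: Interleukin-6, 33 ng/mL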
STAT1 inh – inhibitors of IFN-gamma induced STAT1 signaling. NIH 3T3 STAT1-luciferase reporter, luminescence. inhibition, % at 5.5 µM. 200,000 compounds, 0.35% hits. AID 920;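 active = inhibition above a set limit, the mean inhibition across all tested compounds plus 3 SD, cut at about 34% in these data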;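 note: 0% = IFN-gamma with DMSO and 100% = IFN-gamma with 300 µM nifuroxazide; values of inactives mirror those of a sister screen read the other way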
PPARg SRC2 recr – promotes SRC-2 coactivator recruitment by human PPARgamma. P37231. PPARgamma LBD-SRC-2 recruitment, biochemical. activation, % at 8 µM. 200,000 compounds, 0.34% hits. AID 1032; in the data active = activation above about 22%;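 note: 0% = vehicle and 100% = reference agonist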
Target sequence (P37231 whole entry, looked up, the tested form may be a part): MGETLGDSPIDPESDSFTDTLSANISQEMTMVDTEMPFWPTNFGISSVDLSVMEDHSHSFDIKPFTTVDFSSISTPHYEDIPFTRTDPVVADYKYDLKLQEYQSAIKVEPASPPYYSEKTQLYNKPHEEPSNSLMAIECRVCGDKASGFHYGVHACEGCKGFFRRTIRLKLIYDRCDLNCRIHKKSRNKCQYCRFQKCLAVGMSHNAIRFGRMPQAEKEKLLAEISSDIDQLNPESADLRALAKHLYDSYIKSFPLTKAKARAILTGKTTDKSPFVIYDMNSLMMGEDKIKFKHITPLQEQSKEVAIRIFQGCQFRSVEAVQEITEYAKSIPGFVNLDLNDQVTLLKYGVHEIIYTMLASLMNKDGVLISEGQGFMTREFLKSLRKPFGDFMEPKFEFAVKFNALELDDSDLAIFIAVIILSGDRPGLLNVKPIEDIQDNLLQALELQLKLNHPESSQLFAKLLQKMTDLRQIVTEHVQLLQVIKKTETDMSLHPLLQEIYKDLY
SRC2 TRFRET art – counter-screen for PPARgamma SRC-2 recruitment agonists: TR-FRET artefact; TR-FRET ratio at 8 µM; 200,000 compounds, 0.4% hits; hits give high values; in the data active = TR-FRET ratio above about 2000; note: inactives centre near 1500
ROMK primary – modulators of human ROMK potassium channel; B-score at 10 µM; AID 1918; Tet-inducible ROMK, thallium flux fluorescence; actives lie on both sides; 130,000 compounds, 2% hits; P48048;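 active = signal ratio slope over the read window, or its plate-corrected B-score, at least 3 SD from the plate mean, either direction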;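 note: B-score of the F/F0 ratio slope over 7 to 12 s after thallium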
Target sequence (P48048 whole entry, looked up): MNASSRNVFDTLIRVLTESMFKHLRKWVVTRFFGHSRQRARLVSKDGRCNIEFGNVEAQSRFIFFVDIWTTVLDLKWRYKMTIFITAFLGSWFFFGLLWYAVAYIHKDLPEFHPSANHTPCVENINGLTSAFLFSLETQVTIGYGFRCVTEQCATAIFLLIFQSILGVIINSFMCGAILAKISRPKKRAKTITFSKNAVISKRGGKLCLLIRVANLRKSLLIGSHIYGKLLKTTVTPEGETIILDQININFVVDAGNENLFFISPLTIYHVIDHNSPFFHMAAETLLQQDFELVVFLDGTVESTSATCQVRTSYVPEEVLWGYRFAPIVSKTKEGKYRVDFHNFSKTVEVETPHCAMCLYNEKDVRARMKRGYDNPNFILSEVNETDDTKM
RAM network inh – yeast RAM network inhibition | 190,000 compounds, 1.8% hits | S. cerevisiae dse1pr::URA3 reporter, 5-FOA growth OD615, 2 d; analog-sensitive cbk1-as2 kinase mutant strain | inhibition, % at 50 µM;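 active = inhibition above a set limit, 3 SD over mean compound inhibition, cut at about 8.4% in these data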;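 note: 0% = DMSO-only wells with no growth and 100% = 10 µM 1-NA-PP1 full growth; inhibition rescues growth on 5-FOA so higher OD means more RAM inhibition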
PPARg SRC-3 ag – promotes SRC-3 coactivator recruitment by human PPARgamma. biochemical PPARgamma/SRC-3 coactivator recruitment assay. activation, % at 8 µM. 200,000 compounds, 0.26% hits; in the data active = activation above about 23%;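 note: 0% = DMSO and 100% = reference agonist; some compounds past the cut are filed as inactive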
PPARg SRC-1 ag – promotes SRC-1 coactivator recruitment by human PPARgamma | 200,000 compounds, 0.41% hits | PPARgamma-SRC-1 coactivator recruitment biochemical assay | activation, % at 8 µM | AID 631; in the data active = activation above about 19%;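 note: 0% = DMSO and 100% = reference agonist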
STAT3 inh – STAT3 signaling inhibition; U3A cells, IL-6 STAT3-luciferase reporter, luminescence; host cell line lacks STAT1; inhibition, % at 5.5 µM; 190,000 compounds, 0.89% hits;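 active = inhibition above the mean inhibition across all screened compounds plus 3 SD, cut at about 44% in these data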;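 note: 0% = DMSO only wells and 100% = 100 µM nifuroxazide control wells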
S1P3 antag – S1P3 (human) receptor antagonism | CHO S1P3 NFAT-BLA reporter, FRET fluorescence, antagonist mode | Q99500 | inhibition, % at 4.98 µM | 170,000 compounds, 0.27% hits | AID 485;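 active = inhibition above the plate cutoff, the mean inhibition of test wells on that plate plus 3 SD, cut at about 28% in these data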;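 note: cells challenged with S1P at its EC80 of 0.8 µM; blue over green emission ratio from cleaved BLA substrate after 4 h stimulation; 0% = S1P-stimulated wells and 100% = unstimulated DMSO-only wells; some compounds past the cut are filed as inactive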
TLR4 MyD88 comp – blocks binding of human TLR4 to MyD88 | 200,000 compounds, 0.18% hits | inhibition, % at 8.4 µM | HeLa CL3-4 TLR4/MyD88 BLA complementation, FRET ratio | AID 861; in the data active = inhibition above about 25%;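 note: 0% = vehicle and 100% = reference inhibitor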
An asterisk follows results filed as active; · = no result given.

The first 8 records, ahead of the listing:
item	smiles	STAT3 activator	STAT1 inh	S1P3 antag	PPARg SRC-3 ag	PPARg SRC-1 ag	SRC2 TRFRET art	STAT3 inh	ROMK primary	TLR4 MyD88 comp	RAM network inh	PPARg SRC2 recr
1	NS(=O)(=O)c1ccc(NC(=O)COC(=O)c2c3c(nc4ccccc24)/C(=C\c2ccc4c(c2)OCO4)CCC3)cc1	107.4	-2.8	-16.8	3.1	3.1	1661	-3.6	0.0699	4.6	4.8	5.2
2	CCn1c(C2CCN(S(=O)(=O)c3ccc(OC)cc3)CC2)n[nH]c1=S	101.9	8.5	-22.5	-1.1	1.5	1509	-0.5	1.22	1.8	0.4	4.8
3	C=CCN=C1SCC(=O)N1S(=O)(=O)c1ccc(C)cc1	98.2	4.3	-11.2	-7.2	0.0	1412	5.9	-0.212	13.8	0.5	8.7
4	O=C(O)c1ccc(-c2nc(-c3ccc(Cl)cc3)cs2)cc1	100.0	-85.8	3.0	5.1	5.1	1646	4.7	-0.452	-6.4	2.0	1.8
5	C=CCOn1c(=O)c(-c2cccs2)[n+]([O-])c2ccccc21	103.4	-10.7	·	-0.9	2.8	1484	-2.5	·	-9.1	0.4	9.4
6	Cc1cc(C)c2c(N)c(C(=O)c3ccc(Cl)c(Cl)c3)sc2n1	88.5	-8.7	-6.5	1.6	-1.0	1468	23.1	-0.466	3.1	0.6	5.2
7	Cc1nc(N)c(Cc2ccc(Cl)cc2Cl)c(N)n1	90.4	15.7	-11.9	6.7	13.0	1592	13.8	-0.514	-6.2	1.8	7.4
8	CC(=O)Nc1ncc(Cc2cccc(Cl)c2Cl)s1	97.8	-5.4	-10.0	1.1	0.6	1501	6.6	0.153	2.1	3.0	2.6

The whole of this part, from the start:
item	smiles	STAT3 activator	STAT1 inh	S1P3 antag	PPARg SRC-3 ag	PPARg SRC-1 ag	SRC2 TRFRET art	STAT3 inh	ROMK primary	TLR4 MyD88 comp	RAM network inh	PPARg SRC2 recr
1	NS(=O)(=O)c1ccc(NC(=O)COC(=O)c2c3c(nc4ccccc24)/C(=C\c2ccc4c(c2)OCO4)CCC3)cc1	107.4	-2.8	-16.8	3.1	3.1	1661	-3.6	0.0699	4.6	4.8	5.2
2	CCn1c(C2CCN(S(=O)(=O)c3ccc(OC)cc3)CC2)n[nH]c1=S	101.9	8.5	-22.5	-1.1	1.5	1509	-0.5	1.22	1.8	0.4	4.8
3	C=CCN=C1SCC(=O)N1S(=O)(=O)c1ccc(C)cc1	98.2	4.3	-11.2	-7.2	0.0	1412	5.9	-0.212	13.8	0.5	8.7
4	O=C(O)c1ccc(-c2nc(-c3ccc(Cl)cc3)cs2)cc1	100.0	-85.8	3.0	5.1	5.1	1646	4.7	-0.452	-6.4	2.0	1.8
5	C=CCOn1c(=O)c(-c2cccs2)[n+]([O-])c2ccccc21	103.4	-10.7	·	-0.9	2.8	1484	-2.5	·	-9.1	0.4	9.4
6	Cc1cc(C)c2c(N)c(C(=O)c3ccc(Cl)c(Cl)c3)sc2n1	88.5	-8.7	-6.5	1.6	-1.0	1468	23.1	-0.466	3.1	0.6	5.2
7	Cc1nc(N)c(Cc2ccc(Cl)cc2Cl)c(N)n1	90.4	15.7	-11.9	6.7	13.0	1592	13.8	-0.514	-6.2	1.8	7.4
8	CC(=O)Nc1ncc(Cc2cccc(Cl)c2Cl)s1	97.8	-5.4	-10.0	1.1	0.6	1501	6.6	0.153	2.1	3.0	2.6
9	C/C(=C\c1ccccc1)CN1CCC(C(=O)N2CCCCC2)CC1	94.0	2.3	3.5	5.8	7.1	1598	9.7	0.366	-5.6	-0.6	0.6
10	CN(CC(=O)Nc1ccccc1C(F)(F)F)C(=O)COc1ncnc2ccccc12	103.0	10.2	-13.4	0.1	-5.5	1476	1.4	-0.00442	-8.4	-1.6	1.4
11	CC1=C(C(=O)OCC(Br)(Br)Br)C(c2ccc(Br)cc2)NC(=O)N1CCCC(=O)O (configuration not stated)	99.7	-5.2	-0.3	-3.4	-2.0	1425	-2.5	-0.316	-0.7	2.8	-1.2
12	CC(=O)Cc1nsc(Nc2ccc(F)cc2)n1	100.2	-11.4	-2.2	0.9	8.8	1789	5.4	-0.0535	-3.3	1.1	-5.0
13	CCNC(=O)NC(=O)CSc1cccc(C(F)(F)F)c1	102.2	-1.2	1.5	-1.7	-2.4	1573	1.8	·	-1.1	0.8	-8.6
14	Nc1cccc(CCc2nc3cc4ccccc4cc3[nH]2)c1	111.6	-35.2	5.1	-0.6	-8.1	1419	-16.8	0.284	9.5	4.5	-15.6
15	CC(C)Cn1c(SCC(=O)NC(=O)Nc2ccc3c(c2)OCCO3)nc2ccccc2c1=O	90.7	11.2	9.0	-4.7	1.2	1449	15.4	·	-10.3	3.6	-3.3
16	CCc1sc(NC(=O)COC)nc1-c1ccccc1	97.5	-6.2	-7.7	-0.9	-1.8	1396	5.6	-0.669	3.6	1.0	-3.4
17	CSc1ccc(C2c3[nH]c4ccccc4c3CCN2C(=O)c2cc(C)n(C)n2)cc1 (configuration not stated)	148.0*	-34.9	8.8	0.8	7.8	1617	-47.0	0.485	-7.6	5.3	-0.7
18	C=CCn1c(SCC(=O)NC23CC4CC(CC(C4)C2)C3)nc2cc(C(=O)O)ccc2c1=O	108.0	5.7	-11.1	4.0	2.2	1575	-4.1	0.937	1.5	0.7	2.7
19	CC(=O)Nc1cc2c(nc1C)nc(C)n2Cc1ccc(Br)cc1	99.7	8.2	-42.5	12.2	-1.4	1644	4.6	·	13.0	0.3	9.4
20	CC(C)(C)c1nnc(NC(=O)C2CCN(c3ncccn3)CC2)s1	91.8	-8.9	13.8	-1.4	3.6	1531	14.5	·	5.3	0.3	6.3
21	C=CCN(C(=O)CNC(=O)c1ccco1)C(C(=O)NC1CCCCC1)c1ccccc1 (configuration not stated)	102.7	-4.5	-8.4	2.8	9.8	1507	-1.2	-0.00185	3.4	9.2*	-2.0
22	COc1ccc(NC(=S)N2CCN(CCN=CC3=C(O)CC(c4ccccc4)CC3=O)CC2)cc1 (configuration not stated)	105.9	-2.9	-4.1	1.0	-2.6	1733	-7.1	·	1.5	-0.1	6.5
23	Brc1ccc(OCCOCCOc2cccc3cccnc23)cc1	124.5	-4.7	·	-1.8	3.8	1405	-17.9	·	-19.5	·	-0.8
24	COC(=O)c1ccc(C(=O)OC)c(NC(=O)CN2CCN(c3ccccc3OC)CC2)c1	94.0	3.8	-17.8	0.3	16.0	1565	12.2	0.431	-0.1	0.1	8.2
25	Cc1cc(C)n(CCCC(=O)O)n1	98.9	0.4	-2.8	2.8	-3.8	1321	5.7	0.399	-5.8	-0.4	0.2
26	Cc1ccc(OCC(=O)Nc2sc3c(c2C#N)CCC3)cc1	91.7	-23.7	·	-1.1	2.3	1533	13.7	·	-10.2	2.9	-1.1
27	COc1cccc(CC(=O)Nc2nccs2)c1	113.5	3.7	2.6	3.5	-6.7	1655	-11.8	0.564	25.8*	1.8	4.0
28	COc1ccc(Cl)cc1N(C(C)C(=O)NC1CCCC1)S(C)(=O)=O (configuration not stated)	98.1	2.8	0.7	3.3	0.1	1517	11.1	0.987	6.0	1.9	-6.1
29	CC(C)c1ccc(N2C(=O)CC(Sc3nc4ccccc4o3)C2=O)cc1 (configuration not stated)	111.4	2.0	·	-6.2	-7.5	1698	-13.1	·	6.4	5.9	-6.0
30	Cc1cc(C(=O)NCc2ccco2)no1	97.7	4.9	·	7.4	5.0	1569	2.9	0.343	-8.6	-0.3	4.6
31	CC(=O)Nc1ccc(NC(=O)CN(c2ccc(C(C)C)cc2)S(=O)(=O)c2ccccc2)cc1	108.1	3.8	-15.2	5.6	0.4	1475	-4.8	0.197	-1.2	7.5	-3.3
32	COc1cccc(/C=N/NC(=O)c2ccc(-c3ccccc3)cc2)c1O	85.4	3.3	·	-11.6	-1.2	1409	16.4	-0.265	-6.5	0.6	2.4
33	CCOc1ccc(OCC)c(NC(=O)C2CCCN(S(=O)(=O)c3cnc[nH]3)C2)c1 (configuration not stated)	99.0	3.1	-7.0	-7.2	2.8	1440	9.8	·	-5.1	-0.3	-9.7
34	COCCn1nnnc1C(c1ccccn1)N1CCN(c2cc(C)ccc2C)CC1 (configuration not stated)	100.0	1.7	-7.2	6.1	3.3	1507	8.8	·	6.2	0.6	11.4
35	O=C(Nc1nccs1)c1ccccc1[N+](=O)[O-]	101.0	-1.7	1.0	4.4	-2.1	1463	2.5	0.00952	-2.9	1.7	5.8
36	Cc1cc(NC(=O)Cc2cccs2)no1	143.3*	0.9	18.8	9.1	4.2	1684	-47.4	-0.891	5.2	0.1	9.2
37	O=C1CCC(=O)N1CCOP1(=O)COc2ccccc2OC1	103.2	2.1	-5.3	1.0	-1.1	1521	-1.0	0.0972	-3.2	2.8	9.4
38	O=C(C1CCN(S(=O)(=O)c2ccccc2)CC1)N(CCc1ccccc1)Cc1ccco1	109.3	-1.6	-4.5	8.4	0.8	1567	-8.1	-3.47	7.2	1.7	5.1
39	O=C(Nc1cccc([N+](=O)[O-])c1)c1ccn[nH]1	101.2	-29.5	-6.1	-1.0	6.4	1563	0.9	0.186	-0.9	0.6	10.1
40	COC(=O)Cn1cc(/C=N/NC(=O)COc2cccc3cccnc23)c2ccccc21	98.4	-6.8	-12.0	-10.0	0.9	1687	-3.2	·	-4.0	0.6	1.5
41	O=C(COc1ccc2ccccc2c1)NNC(=O)Cc1ccccc1	88.5	9.0	4.1	15.2	65.3*	1727	12.7	·	5.6	4.2	19.8
42	CC1(C)Cc2c(sc(/N=C/N3CCCC3)c2C#N)C(C)(C)N1	103.2	0.4	·	-1.9	-0.1	1228	0.3	·	6.1	-0.1	0.4
43	Cc1ccc(-n2nc(C)c(/C=N/n3c(C)n[nH]c3=S)c2Cl)cc1	84.9	-1.0	4.7	0.5	2.3	1478	21.0	1.09	0.2	1.4	2.8
44	COc1ccc(NC(=O)C2CCCN(c3nc(C)cc(C)n3)C2)cc1 (configuration not stated)	96.7	-5.2	2.3	2.6	9.7	1767	9.1	0.998	-29.9	2.4	-1.4

From PubChem
